Source: PubChem BioAssay
mIAP activ – activators of mouse IAP, primary screen, biochemical, luminescence, uHTS; intestinal alkaline phosphatase [Mus musculus]; muIAP, CDP-Star luminescence, 30 min; hits give high values; 1 = vehicle-only enzyme signal, 0 = enzyme-free wells; activation factor at 10 µM; 330,000 compounds, 0.24% hits; AID 2805, 2010;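 active = activation factor of at least 2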; note: the source names both 10 and 20 µM as test concentration; values of inactives mirror those of a sister screen read the other way
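System: Mouse IAP enzyme | Also added: CDP-Star substrate | Dosing: Compounds dispensed in DMSO | Schedule: 30 min enzyme-substrate-compound incubation at room temperature | Technique: Chemiluminescence readout | Control set: DMSO-only wells and no-enzyme negative control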
ATG4B inhibitor – ATG4B protease inhibitors, primary screen, biochemical, fluorescence, uHTS; Cysteine protease ATG4B (Homo sapiens), Q9Y4P1; ATG4B cleavage of LC3-PLA2, NBD-HPC fluorescence, 1 h; inhibition, % at 8.33 µM; 340,000 compounds, 0.51% hits; in the data active = inhibition above about 40%
APOBEC3A inh – APOBEC3A ssDNA deaminase inhibitors, primary screen, selectivity assay for APOBEC3G inhibitor project, biochemical, FAM/TAMRA oligo cleavage fluorescence; DNA dC->dU-editing enzyme APOBEC-3A (Homo sapiens), P31941; recombinant A3A, FAM/TAMRA ssDNA deamination fluorescence; inhibition, % at 20 µM; 330,000 compounds, 0.41% hits; AID 493011, 2011;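 active = at least 40% inhibition at 20 µM here, with at most 30% in a related deaminase screen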;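 note: plate controls were A3A with DMSO for no effect and wells lacking A3A enzyme for full effect; some results filed as inactive read as strong as hits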
mIAP inh – inhibitors of mouse IAP, primary screen, biochemical, luminescence, uHTS. 330,000 compounds, 0.2% hits. intestinal alkaline phosphatase [Mus musculus]. inhibition, % at 10 µM. AID 2806, 2010. purified mouse IAP, CDP-Star luminescence, 30 min;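 active = inhibition of at least 40% at 10 µM in the primary screen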;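 note: plate controls were DMSO with enzyme for no effect and no enzyme wells for full effect; values of inactives mirror those of a sister screen read the other way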
hIAP activ – human IAP activators, primary screen, biochemical, luminescence, uHTS. Intestinal-type alkaline phosphatase (Homo sapiens), P09923. purified human IAP, CDP-Star luminescence, 30 min; hits give high values; 1 = vehicle-only enzyme, 0 = enzyme-free background. activation factor at 10 µM. 330,000 compounds, 0.16% hits. AID 2524, 2010;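 active = activation factor of the enzyme at least 2-fold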; note: the source names both 10 and 20 µM as test concentration; values of inactives mirror those of a sister screen read the other way
PfG6PD inh – PfG6PD enzyme inhibitors, primary screen, biochemical, fluorescence intensity, uHTS. glucose-6-phosphate dehydrogenase-6-phosphogluconolactonase (Plasmodium falciparum 3D7). PfGluPho enzyme, NADPH resazurin-diaphorase fluorescence. inhibition, % at 20 µM. 350,000 compounds, 0.78% hits. AID 504690, 2011;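 active = inhibition reaching at least a set limit at 20 µM in the primary screen, cut at about 59% in these data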;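 note: 0% = DMSO wells with substrate and 100% = DMSO wells lacking glucose-6-phosphate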
hIAP block – human IAP inhibitors, primary screen, biochemical, luminescence, uHTS; inhibition, % at 10 µM; 330,000 compounds, 0.12% hits; Intestinal-type alkaline phosphatase (Homo sapiens), P09923; purified IAP, CDP-Star luminescence, 30 min;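 active = inhibition reaching a set limit with compound at 10 µM in the primary screen, cut at about 35% in these data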;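 note: plate controls were DMSO wells with enzyme for no effect and no-enzyme buffer wells for full effect; values of inactives mirror those of a sister screen read the other way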
HKDC1 inhibitor – HKDC1 hexokinase inhibitors, primary screen, biochemical, fluorescence, uHTS | Q2TB90 | recombinant HKDC1, G6PDH/diaphorase resazurin coupled fluorescence | inhibition, % at 20 µM | 340,000 compounds, 0.16% hits | AID 493160, 2011;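 active = inhibition above about 35% when tested at 20 µM, limit read from the data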;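 note: plate controls were DMSO wells with enzyme for no effect and DMSO wells lacking enzyme for full effect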
Target sequence (Q2TB90 whole entry, looked up): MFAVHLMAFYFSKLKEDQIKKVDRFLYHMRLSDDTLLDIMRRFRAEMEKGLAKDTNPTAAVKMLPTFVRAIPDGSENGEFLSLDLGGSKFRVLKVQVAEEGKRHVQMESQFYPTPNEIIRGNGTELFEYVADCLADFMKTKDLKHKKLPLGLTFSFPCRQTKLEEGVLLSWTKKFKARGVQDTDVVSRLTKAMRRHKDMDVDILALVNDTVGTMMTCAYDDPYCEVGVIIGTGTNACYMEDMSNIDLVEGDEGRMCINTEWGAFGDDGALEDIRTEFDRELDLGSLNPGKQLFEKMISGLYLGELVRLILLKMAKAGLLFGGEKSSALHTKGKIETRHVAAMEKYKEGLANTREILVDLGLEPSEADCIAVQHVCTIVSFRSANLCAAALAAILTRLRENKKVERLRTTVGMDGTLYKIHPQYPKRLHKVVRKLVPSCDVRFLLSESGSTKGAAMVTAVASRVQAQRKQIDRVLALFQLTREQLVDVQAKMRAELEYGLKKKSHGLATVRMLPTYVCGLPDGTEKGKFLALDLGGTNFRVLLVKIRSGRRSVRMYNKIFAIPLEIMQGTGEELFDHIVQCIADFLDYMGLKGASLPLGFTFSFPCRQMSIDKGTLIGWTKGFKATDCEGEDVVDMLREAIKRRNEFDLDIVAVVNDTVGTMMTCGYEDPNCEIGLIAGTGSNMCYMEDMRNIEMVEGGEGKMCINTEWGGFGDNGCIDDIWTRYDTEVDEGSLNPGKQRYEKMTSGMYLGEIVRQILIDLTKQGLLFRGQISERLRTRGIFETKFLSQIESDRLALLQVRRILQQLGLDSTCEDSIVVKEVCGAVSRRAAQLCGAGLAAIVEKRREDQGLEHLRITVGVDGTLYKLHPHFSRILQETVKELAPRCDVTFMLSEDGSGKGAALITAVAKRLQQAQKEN
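Test system: recombinant HKDC1 (HK5) hexokinase enzyme, produced in-house / Doses: 20 µM test compound, 1% DMSO / Timing: 90 min, room temperature / Detection: G6PDH/diaphorase-coupled fluorescence, 1 mM NADP, 100 µM resazurin, 525/613 nm / Control set: DMSO wells with and without enzyme mix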
An asterisk follows results filed as active.

SMILES	mIAP activ	ATG4B inhibitor	APOBEC3A inh	mIAP inh	hIAP activ	PfG6PD inh	hIAP block	HKDC1 inhibitor
CCC(=O)N(C)CCc1cc2c(c(OC)c1/C=N/NC(=O)c1ccncc1)OCO2	1.1	3	1	-11	1.6	-7	-55	5
CCN(CC)CCOC(=O)C1(C2CCCCC2)CCCCC1	1.1	9	5	-14	1.1	-8	-11	-2
O=C(/C=C\c1ccc2c(c1)OCO2)NC1(C(=O)Nc2ccc3c(c2)OCO3)CCCCC1	1	-11	3	-2	1.1	-6	-6	5
O=c1c2[nH]c3ccc(F)cc3c2nc2n1CCS2	1	-1	2	-2	1.1	-1	-9	-5
Cc1ccnc(NS(=O)(=O)c2ccc(NS(=O)(=O)c3cccs3)cc2)n1	0.94	-3	-1	6	0.94	-21	6	-3
CC(C)Cn1c(SCC(=O)Nc2ccc3[nH]c(=O)[nH]c3c2)nc2ccccc2c1=O	1.1	0	0	-6	1.1	18	-13	-3
COc1ccc(S(=O)(=O)N2CCOCC2)cc1NC(=O)COC(=O)CC1CC2CCC1C2 (stereo not given)	1.1	-16	-3	-12	1.1	15	-10	-1
O=[N+]([O-])c1ccc(N/N=C/c2c[nH]c3ccccc23)cc1	0.72	28	-1	28	0.89	34	11	-2
CC1=C(C(=O)Nc2ccccc2C)C(c2ccccc2)NC(=O)N1 (stereo not given)	0.99	-12	2	1	1.1	2	-6	-2
CC(=O)Nc1ccc(S(=O)(=O)NCCSCc2ccco2)cc1	0.95	-4	0	5	1.2	-2	-22	-1
Clc1ccccc1/C=C/C=N/Nc1nc(N2CCOCC2)nc(N2CCOCC2)n1	1.1	4	-2	-10	0.97	-9	3	-2
CC1CCCC(C)N1C(=O)COC(=O)C(Cc1ccccc1)NC(=O)c1cccs1 (stereo not given)	0.94	-6	0	6	1.1	-7	-14	-4
O=C(Cn1c(=O)n(CCC(=O)N2CCCCC2)c(=O)c2sccc21)NCc1ccccc1	1	2	1	0	1.1	-9	-10	-5
Cc1ccc(-n2c(Cc3cccs3)nnc2SCC(N)=O)cc1	0.95	-4	0	5	0.91	-4	9	-3
O=C(CN1CCC(NC(=O)c2ccco2)CC1)Nc1ccccc1C(F)(F)F	0.96	8	-3	4	1.2	-10	-18	-1
CC1(C)Cc2c(sc3nnn(CC(=O)Nc4ccccc4)c(=O)c23)CO1	0.91	-8	-1	9	0.99	11	1	2
CCCNC(=O)C1CC(c2ccccc2C(F)(F)F)=NO1 (stereo not given)	0.83	2	-3	17	1.1	-8	-13	-4
O=S(=O)(NC1CCCCC1N1CCN(c2ccc(F)cc2)CC1)c1ccc(Cl)cc1 (stereo not given)	1.1	-2	-1	-6	0.93	1	7	-5
COc1cccc(-n2c(Cc3cc(=O)[nH]c(=O)[nH]3)nnc2SC(C)C)c1	0.94	-4	-5	6	1.1	9	-12	-7
O=C(NCc1ccc2c(c1)OCO2)c1ccc(CS(=O)(=O)c2cccc(C(F)(F)F)c2)o1	1.1	-6	-2	-7	1.2	-2	-15	-4
Cc1ccc(NC(=O)CCCN2C(=S)NC(C)(C)CC2C)cc1 (stereo not given)	1.2	-9	-11	-15	1	6	-5	-7
CCc1ccccc1NC(=O)/C(C#N)=C\c1ccc(Sc2ccccc2)o1	0.89	15	-5	11	0.96	9	4	0
Cc1ccc(C)c(-c2cc(C(=O)NN3CCOCC3)c3ccccc3n2)c1	1	-4	1	-4	0.99	-1	1	-1
O=C(c1cc2ccccc2cc1O)N1CCCC(C(F)(F)F)C1 (stereo not given)	1	2	-4	0	1.1	7	-8	9
CCOc1ccc(S(=O)(=O)N2CCOCC2)cc1NC(=O)C1CCC1	1	-2	-3	-4	1.1	-5	-6	4
Cc1ccc(C(=O)N/C(=C/c2ccccc2)C(=O)NC(Cc2ccccc2)C(=O)O)cc1 (stereo not given)	1	5	-3	-2	1.1	-9	-5	-9
COc1ccccc1/C=C/C(=O)Nc1ccc2c(c1)CCC2	0.87	13	5	13	0.99	24	1	-4
Oc1ccc(C[C@@H]2CNC(=S)N2CCc2cc(C(F)(F)F)cc(C(F)(F)F)c2)cc1	1	-14	-2	-2	0.98	17	2	1
CCC1CCCCN1C(=O)c1ccc(OC)c(OC2CCN(C(C)C)CC2)c1 (stereo not given)	1	6	-1	-3	1.1	-8	-15	0
COc1ccc(OC)c(CNC(=O)c2coc(=O)c3ccccc23)c1	0.91	-5	3	10	0.97	16	3	-3
Cc1cc(NC(=O)NC(=O)c2ccc(F)cc2F)n[nH]1	1	6	-5	0	1	3	-4	-9
COc1ccc(S(=O)(=O)N2CCOCC2)cc1NC(=O)COC(=O)C1COc2ccccc2O1 (stereo not given)	0.99	-4	-2	1	1	-7	-1	3
COc1ccc(N/C=C/C(=O)C(F)(F)F)cc1	1	-5	-8	-5	1.1	13	-10	-7
COc1ccc(S(=O)(=O)NNC(=O)C2Cc3c(ccc4ccccc34)O2)cc1 (stereo not given)	0.95	-1	-3	5	1.2	-5	-18	-12
CCOc1nc(NC(=O)NC(=O)c2ccccc2)nc(-c2ccccc2)n1	0.95	-2	0	5	1	-22	-1	-5
COc1ccccc1CNC(=O)c1ccc2c(=O)n3c(nc2c1)CCCCC3	1	6	-6	0	1.1	16	-7	-3
CC(C)(C)NC(=O)CSc1nnc(-c2ccccc2)c(-c2ccccc2)n1	0.87	-4	-2	13	0.99	0	1	-3
CCN1C(=O)[C@@H]2[C@@H](c3ccc(-c4ccc(Cl)c(Cl)c4)c(OC)c3)N3CCCC[C@@]3(C(=O)OC)[C@@H]2C1=O	1.1	-9	5	-5	1.1	6	-15	1
CCC1=NN(C(=O)c2cccc([N+](=O)[O-])c2)C(O)(c2ccc(C)cc2)C1 (stereo not given)	0.8	54*	-7	20	1.2	-10	-24	-9
CCOC(=O)N1CCC(=C(C#N)C(=O)Nc2cc(OC)ccc2OC)CC1	0.95	-7	5	4	0.95	10	5	2

Part of the list above, set out differently:
Compound: Oc1ccc(C[C@@H]2CNC(=S)N2CCc2cc(C(F)(F)F)cc(C(F)(F)F)c2)cc1
  mIAP activ = 1	ATG4B inhibitor = -14	APOBEC3A inh = -2	mIAP inh = -2	hIAP activ = 0.98	PfG6PD inh = 17	hIAP block = 2	HKDC1 inhibitor = 1

Compound: CCOc1ccc(S(=O)(=O)N2CCOCC2)cc1NC(=O)C1CCC1
  mIAP activ = 1	ATG4B inhibitor = -2	APOBEC3A inh = -3	mIAP inh = -4	hIAP activ = 1.1	PfG6PD inh = -5	hIAP block = -6	HKDC1 inhibitor = 4

Compound: COc1ccccc1/C=C/C(=O)Nc1ccc2c(c1)CCC2
  mIAP activ = 0.87	ATG4B inhibitor = 13	APOBEC3A inh = 5	mIAP inh = 13	hIAP activ = 0.99	PfG6PD inh = 24	hIAP block = 1	HKDC1 inhibitor = -4

Compound: CCc1ccccc1NC(=O)/C(C#N)=C\c1ccc(Sc2ccccc2)o1
  mIAP activ = 0.89	ATG4B inhibitor = 15	APOBEC3A inh = -5	mIAP inh = 11	hIAP activ = 0.96	PfG6PD inh = 9	hIAP block = 4	HKDC1 inhibitor = 0

The results go on.
SMILES	mIAP activ	ATG4B inhibitor	APOBEC3A inh	mIAP inh	hIAP activ	PfG6PD inh	hIAP block	HKDC1 inhibitor
O=C(c1cccs1)N1CCN(CCc2ccccc2)CC1	1	-8	7	-1	0.91	3	9	-8
Cc1csc(NC(=O)CCc2c(C)nc3cc(-c4cccc(F)c4)nn3c2C)n1	0.98	-2	-4	2	1	10	-2	-6
COC(=O)c1ccccc1NC(=O)c1nc2nc(C)cc(C(F)F)n2n1	0.91	-4	-2	9	0.93	-11	7	-1
COc1ccc(-c2noc(N3CCCC(C(=O)Nc4ccc(C(C)=O)cc4)C3)n2)cc1 (stereo not given)	0.96	5	-3	4	1.1	26	-6	0
COc1ccc(C(CC(=O)N2CCCCC2)NC(=O)C(F)(F)F)cc1 (stereo not given)	1.1	-3	0	-12	0.97	-3	3	-3
CCOC(=O)CSc1nc2c(cnn2-c2ccc(F)cc2)c(=O)[nH]1	1	-11	1	0	1.1	6	-9	4
Cc1cc(O)c2c(-c3ccccc3)cc(=O)oc2c1	1.2	0	1	-18	1.1	30	-12	5
COc1ccc(CN2CCN(Cc3ccc(C(F)(F)F)cc3)CC2)cc1	1.1	-14	3	-7	0.96	1	4	-2
C[C@H]1CN([C@@H](C)CO)C(=O)c2cccc(NC(=O)C3CC3)c2O[C@H]1CN(C)Cc1ccc(C(F)(F)F)cc1	0.98	-9	-1	2	0.9	-12	10	1
CN(Cc1ccco1)S(=O)(=O)c1nnc(NC(=O)c2ccccc2Cl)s1	1	9	3	0	0.97	25	3	2
O=C(c1cc2ccccc2oc1=O)N(Cc1cccs1)C1CCS(=O)(=O)C1 (stereo not given)	0.95	-4	-1	5	1.1	9	-6	-8
O=C(CNc1cc(S(=O)(=O)N2CCOCC2)ccc1N1CCCC1)NCc1ccco1	0.98	-8	-4	2	0.93	10	7	-8
Cc1ccc(-n2nnnc2SCC#N)cc1	1.1	2	-1	-10	1.1	-9	-12	-2
CC(=O)c1ccc(NS(=O)(=O)c2ccc3c(c2)CCC(=O)N3)cc1	1.2	-3	-3	-20	1.1	-39	-7	3
COc1ccccc1-n1cnnc1SCC(=O)N1CCOCC1	0.96	-8	-1	4	0.7	0	30	-7
CCCCOC(=O)CCCc1ccc([N+](=O)[O-])cc1[N+](=O)[O-]	0.95	-2	-2	5	0.95	3	4	-8
CS(=O)(=O)N(CCc1ccccc1)CC(=O)N1CCCCC1	1.1	-5	-6	-11	1.2	5	-19	2
O=C(CSc1nnc(Cc2cc(=O)[nH]c(=O)[nH]2)n1-c1ccccc1)N1CCCC1	0.99	-9	-2	1	1.1	-7	-6	-4
CC1(c2ccccc2)CC(C)(C)N(C(=O)C2CCCO2)c2ccccc21 (stereo not given)	1.2	4	-3	-18	1	3	-3	3

Ordered by molecular weight (rising): three of the compounds above.
SMILES	mIAP activ	ATG4B inhibitor	APOBEC3A inh	mIAP inh	hIAP activ	PfG6PD inh	hIAP block	HKDC1 inhibitor
Cc1cc(O)c2c(-c3ccccc3)cc(=O)oc2c1	1.2	0	1	-18	1.1	30	-12	5
CCCCOC(=O)CCCc1ccc([N+](=O)[O-])cc1[N+](=O)[O-]	0.95	-2	-2	5	0.95	3	4	-8
CC1=C(C(=O)Nc2ccccc2C)C(c2ccccc2)NC(=O)N1 (stereo not given)	0.99	-12	2	1	1.1	2	-6	-2
